Furin inh: inhibitors of human furin. P09958. purified furin, fluorogenic substrate cleavage. inhibition, % at 30 µM. hit rate 0.061% among 220,000. AID 463115; in the data active means inhibition above about 25%; further: inactives centre near -15
Cl transport mod: KCC2 (human) Cl- transport modulation; hit rate 2.2% among 190,000; AID 1456; B-score of Tl+ flux slope (higher = more flux/activation; lower = inhibition) at 10 µM; Q9H2X9; KCC2 cells, thallium flux FluoZin-2 fluorescence;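 active means thallium flux slope and its plate-corrected score both differing from the plate sample mean at a set confidence after two filtering rounds, in either direction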;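 further: slope of fluorescence scaled to starting intensity during 10 to 20 s after thallium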
m-calpain inh: blocks pig calpain II enzyme activity. AID 1236. inhibition, % at 16 µM. purified calpain II, fluorogenic peptide substrate, 30 min. hit rate 0.37% among 220,000;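 active means inhibition above about 50%, limit read from the data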
TRPN1 ag: agonists of zebrafish TRPN1 channel; HEK293 zebrafish TRPN1-YFP, Fluo-8 calcium fluorescence; 100% = response to 87 µM carbachol; activation, % at 3 µM; hit rate 0.18% among 220,000; AID 1424;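 active means activation above its plate's cutoff, the mean activation of test wells on that plate plus 3 SD, cut at about 19% in these data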;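 further: 0% = DMSO alone and 100% = 87 µM carbachol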
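Control set: carbachol 87 µM as high control, DMSO as low control; system: HEK293 stable line with zebrafish TRPN1-YFP; read-out: % activation versus carbachol response; detection: intracellular calcium fluorescence with Fluo-8; doses: single test compound dose, 3 µM nominal, 0.3% DMSO; schedule: dye 1 h 37 °C plus 30 min RT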
Tb hexokinase: T. brucei hexokinase 1 inhibition | inhibition, % at 10 µM | hit rate 0.11% among 220,000 | recombinant TbHK1, G6PDH-coupled NADH A340;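 active means inhibition of 50% or more in the single-dose primary screen; inactive means inhibition below 50%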
TRPML3 agonist: human mucolipin-3 channel agonism | activation, % at 3 µM | HEK293 TRPML3-YFP, Fluo-8 calcium fluorescence; 100% = the carbachol control signal | AID 1448 | hit rate 0.29% among 220,000 | Q8TDD5;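 active means activation above its plate's cutoff, the mean activation of the plate's test wells plus 3 SD, cut at about 12% in these data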;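 further: 0% = DMSO only wells and 100% = carbachol wells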
Target sequence (Q8TDD5 whole entry, looked up): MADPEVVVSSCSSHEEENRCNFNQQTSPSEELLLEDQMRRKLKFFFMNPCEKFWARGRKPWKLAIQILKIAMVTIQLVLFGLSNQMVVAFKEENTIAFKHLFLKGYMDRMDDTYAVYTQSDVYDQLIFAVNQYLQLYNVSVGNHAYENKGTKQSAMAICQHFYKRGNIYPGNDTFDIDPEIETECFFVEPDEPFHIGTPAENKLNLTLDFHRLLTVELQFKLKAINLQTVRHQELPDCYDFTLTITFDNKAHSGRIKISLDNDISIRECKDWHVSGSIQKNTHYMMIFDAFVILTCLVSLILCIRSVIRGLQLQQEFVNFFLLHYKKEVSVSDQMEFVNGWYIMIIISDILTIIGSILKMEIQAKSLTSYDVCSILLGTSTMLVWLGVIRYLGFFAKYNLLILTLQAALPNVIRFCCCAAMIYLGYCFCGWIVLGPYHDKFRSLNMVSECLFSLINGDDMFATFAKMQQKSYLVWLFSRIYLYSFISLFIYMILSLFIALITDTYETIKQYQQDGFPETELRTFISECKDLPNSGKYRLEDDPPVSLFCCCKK
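Test system – HEK293 line with stable expression of human TRPML3-YFP channel · Control set – carbachol 87 µM final as high control (100%), DMSO as low control (0%) · Signal – Fluo-8 calcium dye fluorescence, ex 470-495, em 515-575 nm · Incubation – 1-h 37 °C dye load, 5-s basal, 120-s post-compound reads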
Thrombin inh: blocks human thrombin protease activity. P00734. alpha-thrombin, Boc-VPR-AMC fluorogenic substrate cleavage. inhibition, % at 5 µM. hit rate 0.26% among 220,000;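 active means inhibition at or above 40%; inactive means inhibition below 40%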;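 further: 0% = enzyme with no compound and 100% = wells without enzyme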
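signal = AMC fluorescence, 355/460 nm | material = human alpha-thrombin enzyme | control set = enzyme without compound as high, wells lacking enzyme as low | times = reaction at room temperature | read-out basis = percent inhibition scaled between no-compound controls and no-enzyme blanks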
EBV gp42 inh: blocks Epstein-Barr virus glycoprotein 42 binding | hit rate 0.42% among 220,000 | Q1HVG2 | AID 1085 | inhibition, % (tested at 21.74 µM) | Fluorescence polarization binding assay, mP read-out; in the data active means inhibition above about 50%
Target sequence (Q1HVG2 whole entry, looked up): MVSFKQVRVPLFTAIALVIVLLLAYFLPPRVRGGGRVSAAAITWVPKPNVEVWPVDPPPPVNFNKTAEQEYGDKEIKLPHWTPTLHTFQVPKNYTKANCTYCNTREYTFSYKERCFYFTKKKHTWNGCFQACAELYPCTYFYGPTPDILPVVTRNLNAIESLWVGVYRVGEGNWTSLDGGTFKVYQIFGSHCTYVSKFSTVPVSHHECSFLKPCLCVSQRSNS
PPC-1+TRAIL kill: PPC-1 cancer cell killing with TRAIL present; PPC-1 cells + TRAIL, ATPLite viability luminescence; hit rate 0.41% among 220,000; cell killing (% activity), % at 4 µM;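 active means cell killing above 50% in the first pass at 4 µM, then a duplicate retest at 5 µM averaging 50% or more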;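 further: plate controls were cells with TRAIL plus DMSO for no effect and medium-only wells lacking cells for full effect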
The depositor's hits bear a star; . = not tested or not shown; [ ] = another dose, or the depositor's remark.

Value order – Furin inh, Cl transport mod, m-calpain inh, TRPN1 ag, Tb hexokinase, TRPML3 agonist, Thrombin inh, EBV gp42 inh, PPC-1+TRAIL kill
- N#Cc1cn(-c2ccccc2)nc1-c1ccco1
    -20[20 µM], 0.0046, 11, -1.5, -1, 0.1, 3, -16, -18
- Cc1nn(C)c2ncc(C(=O)c3cc(F)ccc3O)cc12
    -10[20 µM], 0.026, -33, -0.3, -19, -0.1, -5, -6, -4
- COC(=O)c1ccc2nc(NC(=O)CSCC(=O)OCC(=O)c3ccccc3)sc2c1
    -8, -0.69, -21, 0.0, 0, 0.3, -3, -3, 10
- CCOc1ccc(OCCCCNC(C)(C)C)cc1
    -25, 0.27, -4, -0.7, -5, 1.0, -2, -19, 4
- C/C(N)=C(/C#N)C(=O)CSc1n[nH]c(-c2cccs2)n1
    -18, 0.48, -24, -0.1, -6, 0.4, -8, 1, 12
- COc1ccccc1N1CCN(C(c2cc3ccc(C)cc3[nH]c2=O)c2nnnn2C2CCCC2)CC1 (stereo not drawn)
    -17, -0.0042, -105, 1.0, -25, 1.2, 3, -17, -1
- Cc1ccc(C(=O)NCCc2csc(C)n2)cc1
    -15, -0.19, -33, 1.2, -12, 0.4, -9, -11, 39
- Cc1ccc2c(c1)C1CN(C)CCC1N2C(=O)c1cccc(S(=O)(=O)N2CC(C)CC(C)C2)c1 (stereo not drawn)
    -28, -0.47, -32, 0.8, -1, 0.4, -1, -1, -4
- C=CCN(CC(=O)NCc1ccc(F)cc1)C(=O)c1csnn1
    -7[20 µM], 0.3, 19, 2.5, 2, -0.4, -1, -12, 27
- CC(O)(c1ccccc1)C(c1ccccc1)C1CCCCN1 (stereo not drawn)
    -2, -0.18, 16, -1.0, 0, -0.1, -3, -3, 8
- N#CC1(C#N)C2=C(CCCC2)NC(c2ccccc2)C1(C#N)C#N (stereo not drawn)
    -16, 0.66, -160, 1.8, -6, 1.2, -2, -5, -15
- CC1CCC2(CC1)NC(=S)N(c1ccccc1)N2 (stereo not drawn)
    -15[20 µM], 0.68, 29, -1.0, 0, 0.4, 1, 17, -6
- COc1ccc(-n2cc(C(=O)c3cc(Cl)ccc3O)cc(C#N)c2=O)cc1
    -8, -0.026, -40, 6.2, -2, 0.4, 0, 4, 17
- COc1ccc(-c2nc(C)c(C(C)=O)n2O)cc1
    -17[20 µM], 0.024, -14, -0.6, -14, 0.8, 3, -23, 36
- O=S(=O)(c1ccccc1Cl)N1CCCC1c1nc(-c2ccc(Cl)cc2)no1 (stereo not drawn)
    -5[20 µM], ., 15, 1.4, 3, 2.0, 4, -18, -29
- O=C(CSc1nc2cc3ccccc3cc2[nH]1)Nc1ccc(F)cc1
    -8[20 µM], 0.35, -12, -1.1, -12, -0.2, 1, -2, 35
- CCOC(=O)CNC(=O)C(NC(=O)C1CCC(C)CC1)C(C)CC (stereo not drawn)
    -1, 0.79, -16, -1.8, -1, -0.6, -3, -26, 0
- COc1ccc(NC(=O)c2cc(-c3ccccc3)oc2C)cc1
    -5, 0.32, 13, -1.5, 28, 0.1, -7, -2, 26
- CCCCOc1ccccc1C1NC(=O)NC(C)=C1C(=O)OCCOC (stereo not drawn)
    -36, ., ., 1.2, -2, -0.1, ., ., .
- Cc1cc(Nc2ncc(Cl)cc2Cl)n(-c2ccccc2C)n1
    -6, -2.6, 6, -3.1, 15, 0.0, -5, -14, 17
- OC(CNC1CCCc2ccccc21)COc1c(Cl)cccc1Cl (stereo not drawn)
    -2, -0.053, 11, -2.2, 22, 0.5, -14, -1, 30
- CN(/N=C/c1ccc(C(C)(C)C)cc1)C1=NCCN1
    -17, -0.59, 36, 1.8, 6, 1.5, -2, -4, 20
- CC(=O)NC(Cc1c[nH]c2ccccc12)C(=O)N1CCc2ccccc2C1 (stereo not drawn)
    -21, ., -30, 1.3, -3, 0.4, -6, -26, 12
- Cc1ccc(/C=N/Nc2cn[nH]c(=O)n2)o1
    -15, 0.036, -18, 1.2, -40, 0.5, -5, -29, 6
- Cc1ccc(-c2c3c(=O)n(C)c(=O)n(C)c3c3nnc4ccccc4n23)cc1
    -9[20 µM], ., ., 0.0, -4, 0.5, ., ., .
- Cc1noc(NS(=O)(=O)c2ccc(NC(=O)CSc3nc4c(cc3C#N)CCCCC4)cc2)c1C
    -11[20 µM], 0.11, -85, 0.0, -13, 0.7, 2, -12, 11
- Cc1[nH]c(=O)[nH]c(=O)c1S(=O)(=O)N(CC(C)C)CC(C)C
    -7, 0.45, 24, 0.2, 8, 0.7, -14, 8, -9
- Cn1nnc(NC(=S)NC(=O)c2cccs2)n1
    9, 0.76, 16, -0.6, 29, 0.4, -6, -7, 10
- Cc1nn(-c2ccccc2)c(C)c1C(=O)OCC(=O)NC12CC3CC(CC(C3)C1)C2
    -11[20 µM], -1.1, -2, -0.8, -2, 0.3, -5, -6, 12
- CC(C)(CNC(=O)c1ccc(S(=O)(=O)N2CCCC2)cc1)N1CCOCC1
    -24, -0.049, -24, 1.8, -7, 0.9, -15, -4, 22
- O=C(/C(=C/O)N=Nc1ccccc1)c1cccs1
    -7, 1.5, -33, -0.3, -7, 0.6, 6, 2, 7
- CC1CCCN(c2c([N+](=O)[O-])c(=O)oc3ccccc23)C1 (stereo not drawn)
    -14[20 µM], ., -51, 0.7, -16, 0.5, 2, -14, 22
- Cc1cc(Sc2nc(NC(C)(C)C)nc(N3CCOCC3)n2)nc(Cl)n1
    -8, 0.23, -4, 1.6, 28, 1.3, -2, -4, 6
- S=C(NCc1ccc(Cl)cc1)NC1CCN(Cc2ccccc2)CC1
    -16, -1.5, 54*, 10, 0, 7.2, -8, 3, 26
- O=C(C1CCC(N2C(=O)C3CC=CCC3C2=O)CC1)N1CCCCC1 (stereo not drawn)
    -23[20 µM], 0.24, 6, 0.8, 3, 1.0, 5, -18, -7
- COc1ccc(NC(=O)c2cccc(C(=O)Nc3ccc(OC)cc3)n2)cc1
    -26, -0.039, -67, 0.3, -15, 0.4, -1, -2, 0
- CCOc1ccc(S(=O)(=O)N(CC)CC)cc1N
    -14, -0.31, 11, 1.0, -3, 0.8, -6, -10, -3
- Cc1ccc(C)c(SCC(=O)OCC(=O)N2CC(C)OC(C)C2)c1 (stereo not drawn)
    -27, 0.93, -3, -0.1, 0, -0.4, -16, -14, 11
- CN(c1ccccc1)S(=O)(=O)c1ccc(Cl)c(C(=O)OCC(=O)N2CCOCC2)c1
    -12, -0.16, 3, -1.2, -4, 2.5, -3, -6, 11
- CCOc1ccc(N2C(=O)c3cccnc3C2Nc2ccc(C)c(C)c2)cc1 (stereo not drawn)
    -9[20 µM], 0.069, -41, -0.5, -8, -0.1, -4, 3, -13
- CC(C)n1cnnc1SCC(=O)Nc1ccc(Br)cc1F
    -27, -1.2, 0, 0.2, -4, 0.1, -11, -3, 0
- O=C(Cc1ccccc1)Nn1c(O)c(/C=C2\C=Nc3ccccc32)sc1=S
    4, -4.3, 31, 10, 6, 5.1, -4, -19, -8
- O=C(Nc1nnc(-c2cccs2)o1)c1cccc(F)c1
    -24, 26*, ., 1.4, -37, 0.8, ., ., .
- COCCCNC(=O)COc1ccc(-c2nccc(-c3ccccn3)n2)cc1
    -14[20 µM], ., -28, 1.6, -6, 0.0, -6, -1, 6
- O=C1CC(N2CCN(Cc3ccc4c(c3)OCO4)CC2)C(=O)N1CCc1ccccc1 (stereo not drawn)
    -16, 1.5, 17, 5.2, -2, 2.3, -6, 12, 22
- CCC(=O)N(Cc1cc2c(C)ccc(C)c2[nH]c1=O)C1CCCCC1
    -11[20 µM], -0.31, -54, 4.2, -17, 1.7, 2, -15, -6
- COc1ccc(O)c(C(=O)c2cc(C#N)c(=O)n(CC3CCCO3)c2)c1 (stereo not drawn)
    -14[20 µM], -0.0047, -26, 1.5, -20, 0.3, -4, -16, 19
- CCN(CC)c1ccc(C(=O)N/N=C(\C)c2ccc(OC)c(OC)c2)cc1
    -21, -0.92, 12, -0.6, -36, 0.5, -8, -15, 1
- N#CCCN1CCN(S(=O)(=O)c2ccc(S(=O)(=O)N3CCCC3)cc2)CC1
    -13, 0.18, -3, -0.3, 2, -0.4, 0, -7, 16
- O=C(c1ccc(N2CCN(C3CC(=O)N(c4ccc(F)cc4)C3=O)CC2)cc1)c1cccnc1 (stereo not drawn)
    -4[20 µM], ., 19, 2.1, -44, 1.1, 10, -20, 13
- CCN(CC)c1ccc(/C=N/NC(=O)C(O)(c2ccccc2)c2ccccc2)o1
    -12, -0.56, -47, -0.3, -14, 0.9, -4, -13, -4
- Cc1cc(COc2ccccc2O)on1
    -26[20 µM], 0.12, 19, -0.1, -1, 0.8, -2, -9, -17
- COC(=O)c1nn(-c2ccc(OC)cc2)c(=O)cc1NN
    -8, 0.57, -24, 0.4, -10, -0.1, 4, -1, 16
- Cc1ccc(C(=O)OCC(=O)Nc2c(C)n(C)n(-c3ccccc3)c2=O)cc1[N+](=O)[O-]
    -12, -1.1, 17, 1.7, -1, 0.2, 1, -12, -11
- Cc1nnc(SCC(=O)Nn2cnnc2)s1
    -21, 0.67, 0, 0.1, -5, 0.5, 5, -3, 28
- CCCSc1nnc(C(C)C)n1N
    -8[20 µM], ., -51, 3.3, 2, 0.3, -1, -6, 12

A second format for some results above.
> Cc1cc(COc2ccccc2O)on1
  Furin inh: -26[20 µM]
  Cl transport mod: 0.12
  m-calpain inh: 19
  TRPN1 ag: -0.1
  Tb hexokinase: -1
  TRPML3 agonist: 0.8
  Thrombin inh: -2
  EBV gp42 inh: -9
  PPC-1+TRAIL kill: -17
> O=C(Cc1ccccc1)Nn1c(O)c(/C=C2\C=Nc3ccccc32)sc1=S
  Furin inh: 4
  Cl transport mod: -4.3
  m-calpain inh: 31
  TRPN1 ag: 10
  Tb hexokinase: 6
  TRPML3 agonist: 5.1
  Thrombin inh: -4
  EBV gp42 inh: -19
  PPC-1+TRAIL kill: -8
> COc1ccc(O)c(C(=O)c2cc(C#N)c(=O)n(CC3CCCO3)c2)c1 (stereo not drawn)
  Furin inh: -14[20 µM]
  Cl transport mod: -0.0047
  m-calpain inh: -26
  TRPN1 ag: 1.5
  Tb hexokinase: -20
  TRPML3 agonist: 0.3
  Thrombin inh: -4
  EBV gp42 inh: -16
  PPC-1+TRAIL kill: 19
> CCCSc1nnc(C(C)C)n1N
  Furin inh: -8[20 µM]
  Cl transport mod: .
  m-calpain inh: -51
  TRPN1 ag: 3.3
  Tb hexokinase: 2
  TRPML3 agonist: 0.3
  Thrombin inh: -1
  EBV gp42 inh: -6
  PPC-1+TRAIL kill: 12
